NPR1 activator: GC-A (human) enzyme activation. HEK293 GC-A cells, cGMP TR-FRET, EC30 ANP; 0% at EC30 ANP, 100% saturating ANP. AID 1671463. actives 0.14% (n = 370,000). P16066. activation, % at 10 µM; in the data active means activation above about 40%
DAX1 inh-1: inhibits human nuclear receptor DAX1 | HEK293 Gal4-DAX1 luciferase reporter, luminescence | AID 504766 | inhibition, % at 6.75 µM | actives 0.99% (n = 340,000) | P51843;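 active means inhibition above the mean over all tested compounds plus 3 SD, cut at about 4.2% in these data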;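 further: 0% = DAX1-transfected cells with DMSO and 100% = empty-vector control cells with DMSO; inhibition shows as a rise in luminescence from relieved DAX1 repression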
Target sequence (P51843 207-470 limits assumed): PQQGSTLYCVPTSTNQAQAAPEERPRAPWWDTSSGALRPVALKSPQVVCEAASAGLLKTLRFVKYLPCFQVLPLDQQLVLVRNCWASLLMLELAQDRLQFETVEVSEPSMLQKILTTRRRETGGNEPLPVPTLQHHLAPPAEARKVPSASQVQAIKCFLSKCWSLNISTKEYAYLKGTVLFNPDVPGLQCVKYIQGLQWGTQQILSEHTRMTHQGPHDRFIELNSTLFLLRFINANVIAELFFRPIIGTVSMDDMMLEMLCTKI
hgDAF-12 ag: activates the H. glycines DAF-12 receptor ligand-binding domain; HEK293 GAL4-hgDAF12 UAS-luciferase reporter, agonist luminescence; normalized to butyrate control; activation, % at 6.8 µM; actives 1.8% (n = 370,000);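 active means activation above a cutoff set at the mean of all screened compounds plus 3 SD, cut at about 10% in these data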;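 further: 0% = DMSO wells and 100% = sodium butyrate wells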
KLK7 zymogen act: activators of human kallikrein-7 zymogen; purified proKLK7, EDANS-DABCYL substrate fluorescence; 100% is mature enzyme control, 0% vehicle; activation, % at 7 µM; actives 0.9% (n = 370,000); AID 652039;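 active means activation above the mean of all tested compounds plus 3 SD, computed per campaign excluding outliers beyond control limits, cut at about 13% in these data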
SMARCA2 activ: activators of SMARCA2 function; AID 652017; MG213 cells, MMTV-luciferase reporter, dexamethasone, overnight; actives 1% (n = 370,000); activation, % at 9.1 µM; in the data active means activation above about 7.8%;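 further: 0% = vehicle wells and 100% = reference activator wells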
HGIII-sPLA2 inh: Blocks human group III sPLA2 activity; actives 0.56% (n = 370,000); inhibition, % at 12.2 µM; AID 743126; QFRET BODIPY PC-A2 liposome hydrolysis, fluorescence; Q9NZ20;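 active means inhibition above mean plus 3 SD of compounds lying within the high and low control bounds, cut at about 19% in these data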;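 further: 0% = median of test compound wells and 100% = no enzyme DMSO wells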
Target sequence (Q9NZ20 whole entry, looked up): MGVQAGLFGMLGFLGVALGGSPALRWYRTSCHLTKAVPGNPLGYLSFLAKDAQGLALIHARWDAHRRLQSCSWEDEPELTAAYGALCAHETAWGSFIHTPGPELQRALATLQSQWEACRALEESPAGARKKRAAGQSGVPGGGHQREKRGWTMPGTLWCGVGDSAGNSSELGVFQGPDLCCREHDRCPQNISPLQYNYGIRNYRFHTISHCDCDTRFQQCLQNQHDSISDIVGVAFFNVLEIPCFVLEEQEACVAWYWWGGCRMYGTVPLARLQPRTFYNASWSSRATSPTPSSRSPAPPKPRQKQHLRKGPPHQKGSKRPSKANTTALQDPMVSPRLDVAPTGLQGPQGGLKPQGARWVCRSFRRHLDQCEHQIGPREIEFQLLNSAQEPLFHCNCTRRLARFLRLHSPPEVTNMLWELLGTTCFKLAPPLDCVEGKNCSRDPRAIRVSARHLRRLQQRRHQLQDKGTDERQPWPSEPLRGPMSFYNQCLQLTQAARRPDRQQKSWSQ
NPR2 activator: GC-B (human) receptor activation. P20594. HEK293-GC-B cells, CNP EC30, cGMP TR-FRET; 0% at EC30 CNP, 100% saturating CNP. activation, % at 10 µM. actives 0.11% (n = 370,000). AID 1920062;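 active means activation at 10 µM reaching about 35% in either raw or pattern-adjusted values, limit read from the data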
FXN GAA850 act: activators of GAA850 frataxin (FXN) promoter | activation, % at 6 µM | HEK293 lucGAA850 FXN promoter luciferase reporter, 24 h; percent of 10 µM SAHA response | actives 0.56% (n = 360,000) | AID 540364;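 active means activation above the average of all compounds screened plus 3 SD, cutoff fixed separately per campaign, cut at about 7.5% in these data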;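 further: 0% = DMSO wells and 100% = 10 µM SAHA wells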
ssDAF12 agonist: S. stercoralis DAF-12 activation, primary screen | actives 1% (n = 370,000) | activation, % at 6.8 µM | AID 652126 | HEK293 ssDAF-12/GRIP1 lit1-tk-luc reporter, luminescence; % of 3 µM dafachronic acid response;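 active means activation above the mean over all tested compounds plus 3 SD, cut at about 0.9% in these data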;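 further: 0% = DMSO-only wells and 100% = 3 µM delta7-dafachronic acid wells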
hcDAF-12 act: activates DAF-12 receptor from parasite H. contortus. HEK293 hcDAF-12 lit1-tk-luc reporter, luminescence; 0% DMSO, 100% Δ7-dafachronic acid. activation, % at 6.8 µM. actives 1.4% (n = 370,000). AID 652067;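 active means activation above the mean of all tested compounds plus 3 SD, cut at about 5.5% in these data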;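 further: 100% = response to 3 µM Δ7-dafachronic acid high control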
DAX1 inh-2: inhibitors of DAX1 repression of SF-1 activated StAR promoter | actives 1.1% (n = 370,000) | AID 652010 | inhibition, % at 6.8 µM | HEK293T StAR-luciferase reporter, SF-1/DAX-1 repression relief;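 active means inhibition above the mean over all tested compounds plus 3 SD, cut at about 3.6% in these data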;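 further: 0% = DAX-1 cells with DMSO and 100% = cells lacking DAX-1 with DMSO; higher inhibition means more luminescence from relief of DAX-1 repression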
Active calls of the source: *; x = no result given.

Molecule	DAX1 inh-1	DAX1 inh-2	FXN GAA850 act	SMARCA2 activ	hcDAF-12 act	NPR2 activator	HGIII-sPLA2 inh	NPR1 activator	ssDAF12 agonist	KLK7 zymogen act	hgDAF-12 ag
CSc1ccc(CCNC(=O)CCc2nnc3ccc(NCCCN4CCCC4=O)nn23)cc1	0.1	0.0	-1.9	2.7	-1.0	-1.4	4.8	-0.6	-0.7	0.4	1.5
O=C(COC(=O)c1cc(Cl)nc(Cl)c1)NCCc1ccc(F)cc1	-0.3	-1.8	-0.2	-4.0	5.5	1.2	14.2	3.4	1.6*	-0.3	3.2
COCCCNC(=O)N1c2ccccc2Sc2ccccc21	-0.7	0.2	2.4	3.6	1.1	-5.8	2.0	-10.1	-1.4	0.2	-2.1
COc1ccc(C2(c3ccc(OC)cc3)NC(=O)N(CC(=O)Nc3ccccc3C(F)(F)F)C2=O)cc1	0.1	-1.0	-1.3	-3.8	-1.7	7.7	-19.9	1.3	-0.8	0.4	-4.0
CCCc1cc(=O)oc2c(C)c(OCC(=O)NCCN3CCOCC3)ccc12	0.4	-4.0	1.5	-4.4	-0.5	-7.7	8.3	-1.9	-0.6	-1.1	-0.9
O=C(CN1CCCC1)Nc1ccc(OCc2ccccc2)cc1	-1.2	0.8	2.7	-3.6	0.2	-2.2	7.8	6.5	-0.7	-0.1	3.6
OC(CNC1Cc2ccccc2C1)COc1ccc(F)cc1 (configuration not stated)	-0.2	-0.5	-1.5	-2.5	-0.7	1.2	16.8	3.2	-1.4	-0.5	-2.7
O=C(O)c1ccccc1C(=O)Nc1ccc(Oc2cccc(C(F)(F)F)c2)nc1	1.2	0.3	2.7	-0.2	6.2*	-3.5	9.6	5.1	-0.5	-0.7	-1.6
NC1=NC(c2ccccc2)=NC1(NC(=O)c1ccccc1)C(Cl)Cl (configuration not stated)	0.8	0.0	-0.6	0.5	-1.2	1.8	-1.4	0.8	-1.4	0.3	-1.1
CS(=O)(=O)N(CC(=O)Nc1ccc2c(c1)OCO2)c1ccccc1	-0.8	0.3	0.6	-2.8	-1.5	1.4	0.1	2.1	-1.2	-0.1	0.0
COc1ccc(Cc2nc3ccc(C(=O)NCc4ncc(C)[nH]4)cc3o2)cc1OC	-0.1	-0.5	2.8	0.4	2.6	5.5	3.2	-0.1	-1.4	0.1	1.8
O=C(Nc1ccccn1)c1cc(-c2cccnc2)nc2ccc(Br)cc12	-0.3	0.2	-1.3	-2.3	-2.0	5.3	4.5	13.8	-0.7	-0.8	0.2
O=C(O)c1ccc(COc2c(F)c(F)cc(F)c2F)o1	-0.5	0.6	-1.0	8.8*	-1.3	3.2	0.6	-5.4	-1.4	-0.1	-1.3
CC(=O)c1ccccc1Oc1cc(NN2CCCCC2)c([N+](=O)[O-])cc1[N+](=O)[O-]	-0.2	0.0	-1.3	-1.5	-0.5	-1.8	1.6	-2.5	-0.1	0.2	0.3
O=C(CCn1c(=O)oc2ccccc21)N(Cc1ccccc1)c1ccccc1	-0.8	-1.5	-0.9	-5.3	-2.1	-13.4	-1.7	-12.6	-1.5	0.7	-4.2
Cc1ccc(CO/N=C/c2c(O)cc(C)oc2=O)cc1	2.0	-0.3	0.0	3.3	-0.6	-0.2	-2.3	5.3	0.3	0.4	-0.6
Cc1cc(S(=O)(=O)Nc2ccc(C(=O)NCC(c3ccco3)N(C)C)cc2)ccc1F (configuration not stated)	-0.1	-0.8	1.7	6.6	-1.8	-2.9	-11.2	0.9	-1.0	0.0	-3.1
COc1ccc(CCN2C(=O)CCC2(C)c2nnnn2Cc2ccccc2)cc1OC (configuration not stated)	x	0.8	x	-5.1	-1.6	-2.9	11.4	-6.2	-0.5	-0.6	-0.7
S=C(Cc1ccc(Cl)cc1)N1CCOCC1	0.0	0.0	2.5	-3.1	-0.8	0.5	-1.1	0.0	-1.6	-0.1	-0.1
CCCCOC(=O)C1CCCC(C(=O)OCCCC)N1 (configuration not stated)	-1.1	-0.2	-1.4	0.6	-0.4	-9.0	7.0	-2.3	-1.1	-0.1	0.8
O=C(NC(CO)C(O)c1ccc([N+](=O)[O-])cc1)C(Cl)Cl (configuration not stated)	-1.2	0.0	0.2	-2.0	0.4	0.8	1.4	-0.4	-1.2	0.5	0.7
CCCC(=O)N1CCC1(C)C(=O)NS(=O)(=O)c1cc(C)ccc1F (configuration not stated)	x	-1.1	1.1	-1.9	1.3	-1.1	0.3	1.2	-0.3	-0.8	0.3
O=C(CNc1cc([N+](=O)[O-])ccc1NCCO)Nc1cccc(S(=O)(=O)N2CCCCC2)c1	-0.7	-1.5	-0.9	-3.4	-0.8	19.2	-8.1	11.7	-1.1	0.9	-0.4
FC(F)(F)c1ccc(Cl)c(-n2c(-c3cc(C4CC4)[nH]n3)n[nH]c2=S)c1	0.7	0.1	-1.4	0.8	0.1	-5.0	12.3	-5.5	-1.1	0.2	1.8
CC1(Oc2ccc3ccccc3c2)CCN(Cc2ccc(OC(F)(F)F)cc2)C1 (configuration not stated)	x	1.0	2.1	-2.2	0.5	11.5	-3.0	1.6	-1.9	-0.1	0.0
CC(C(=O)NC(=O)NC1CCCCC1)N(C)CC(=O)Nc1ccc(F)c(F)c1F (configuration not stated)	0.2	-2.5	1.1	-4.3	-1.6	-5.5	0.4	3.2	-1.2	-0.4	-0.1
CCOc1ccc(Cc2nc(C)c(CC(=O)N3CCOCC3)c(=O)[nH]2)cc1	1.0	0.0	-0.1	0.4	-3.4	4.2	4.7	5.2	-1.1	-0.1	2.0
O=C(c1cccs1)N1CCc2ccccc21	1.6	1.8	0.8	1.9	0.7	7.3	-1.6	3.8	0.3	-0.2	8.3
CCOc1ccc(/C=C2\SC(=S)NC2=O)cc1OC	-0.2	-0.1	3.6	2.7	0.9	-2.0	-2.9	1.7	-1.2	-0.2	0.2
O=C1NC(=Nc2ccc(O)cc2)S/C1=C\C=C\c1ccco1	-2.6	-0.6	-0.2	2.3	0.9	-5.3	-0.8	-9.4	-0.7	-0.3	1.0

Molecule	DAX1 inh-1	DAX1 inh-2	FXN GAA850 act	SMARCA2 activ	hcDAF-12 act	NPR2 activator	HGIII-sPLA2 inh	NPR1 activator	ssDAF12 agonist	KLK7 zymogen act	hgDAF-12 ag
O=C(CSc1n[nH]c(-c2ccccc2F)n1)Nc1cc(F)ccc1F	0.4	-1.6	0.4	-3.2	0.7	-6.3	-21.8	3.3	-0.6	-0.5	-2.4
O=C(CCNS(=O)(=O)c1ccccc1F)OCc1ccccc1Cl	-0.6	-0.4	-0.5	0.5	-0.4	4.7	-14.2	4.7	-1.5	0.3	2.7
O=C(NCCCCNCCCNC(=O)c1ccccc1)c1ccccc1	-0.6	0.7	-0.5	-2.6	0.6	-4.2	11.3	2.0	-1.8	-0.7	-1.9
CCCCCCC(=O)Oc1cccc(N2C(=O)C3CCCCC3C2=O)c1 (configuration not stated)	-0.5	-0.5	1.2	-1.7	-0.9	0.3	-16.0	0.3	-1.2	0.0	3.5
Cc1ccccc1NS(=O)(=O)c1cc(S(C)(=O)=O)ccc1C	0.8	0.0	1.1	-3.2	1.4	3.4	-4.7	3.5	0.5	0.1	-2.1
COc1ccc(CC(=O)OCC(=O)NCc2ccc(F)cc2)cc1	1.9	0.0	0.7	0.5	0.3	-2.4	6.0	1.6	-1.3	-0.2	-2.8
CCOc1c2ccc(C(=O)NCc3ccc4c(c3)OCO4)cc2nn1CCOC	0.8	-0.3	0.8	1.4	-1.3	-0.9	4.7	-1.3	-1.6	13.1*	1.1
CN1CCC(N(C)C(=O)c2ccc(Cl)c(S(=O)(=O)N3CCCCC3)c2)CC1	-0.1	-0.5	1.1	-0.3	0.4	1.8	-3.0	-0.1	-1.4	-0.3	0.7
COc1ccc(NC(=O)CSc2ccc3c(c2)OCCO3)cc1	-0.8	-3.6	-0.3	-5.4	0.8	2.5	9.9	-1.1	-1.1	-0.2	0.8
COc1cccc2cc(C(=O)NCc3ccco3)c(=Nc3ccc(C(=O)O)cc3)oc12	-2.6	-1.0	1.7	-1.1	-0.6	-7.0	-4.9	-4.5	-1.8	-2.0	0.0
COc1ccc(NC(=O)CC2SC(N3CCOCC3)=NC2=O)cc1OC (configuration not stated)	0.5	0.3	0.2	-1.0	-1.7	0.5	1.6	0.9	-0.7	0.2	0.2
O=C(N1CCc2[nH]c3ccccc3c2C1)C(F)(F)F	1.8	-0.8	1.0	-0.4	0.3	-2.2	-19.7	6.7	-0.9	11.6	-0.4
Cc1cccc(C(=O)N2CCN(Cc3nc4sc5c(c4c(=O)[nH]3)CCCC5)CC2)c1	-2.0	0.1	-2.1	-1.2	-2.8	-17.9	1.3	1.4	-0.2	0.1	-1.2
COC(=O)C(Cc1ccccc1)NC(=O)CC(C)CC(=O)Nc1ccc(OC)cc1OC (configuration not stated)	1.6	0.8	3.0	-3.3	0.4	-5.8	-0.5	0.6	-0.9	-0.3	3.8
CCOC(=O)c1c(NC(=O)COC(=O)CC(NC(C)=O)c2ccccc2)sc(C(=O)NC)c1C (configuration not stated)	-0.1	0.3	1.2	-0.2	-0.6	-1.4	-3.0	-2.3	-0.9	0.0	-4.1

Part of the list above, reduced to NPR1 activator and hgDAF-12 ag:
compound | NPR1 activator | hgDAF-12 ag
O=C(CSc1n[nH]c(-c2ccccc2F)n1)Nc1cc(F)ccc1F | 3.3 | -2.4
CC(C(=O)NC(=O)NC1CCCCC1)N(C)CC(=O)Nc1ccc(F)c(F)c1F (configuration not stated) | 3.2 | -0.1

Source: PubChem BioAssay (several laboratories)
